DDE Tn7 FP inh – inhibitors of Tn7 peptide binding to fibrin DD(E), primary screen, biochemical, fluorescence polarization, human fibrin, Tn7 probe; Fibrinogen beta chain (Homo sapiens), P02675; FP displacement of FITC-Tn7 peptide from fibrin DD(E); 0% = median of compound wells per plate; inhibition, % at 8.3 µM; actives 0.13% (n = 370,000); AID 720508, 2013;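 active = inhibition above the mean of compounds falling within the control limits plus 3 SD of them, cut at about 14% in these data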;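 note: 0% = plate median of compound wells and 100% = 10 µM Aha-Tn7 peptide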
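system = human fibrin DD(E) protein | quantity = DD(E) 2 µM final | medium = Tris/NaCl/CaCl2 buffer, pH 7.8 | also added = labelled Tn7 tracer, 0.1 µM | compound dosing = single point at 8.3 µM | timing = compound with protein 10 min, then 3 h after probe, room temperature | signal = FP measurement | benchmarks = Aha-Tn7 high control | repeats = one replicate per compound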
HGIII-sPLA2 inh – human group III sPLA2 inhibitors, primary screen, biochemical, QFRET, BODIPY PC-A2 liposome substrate. Group 3 secretory phospholipase A2 (Homo sapiens), Q9NZ20. QFRET BODIPY PC-A2 liposome hydrolysis, fluorescence. inhibition, % at 12.2 µM. actives 0.56% (n = 370,000). AID 743126, 2013;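 active = inhibition above mean plus 3 SD of compounds lying within the high and low control bounds, cut at about 19% in these data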;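 note: 0% = median of test compound wells and 100% = no enzyme DMSO wells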
KLK7 zymogen act – proKLK7 zymogen activators, primary screen, biochemical, fluorescence intensity | AID 652039, 2013 | actives 0.9% (n = 370,000) | purified proKLK7, EDANS-DABCYL substrate fluorescence; 100% is mature enzyme control, 0% vehicle | Kallikrein-7 (Homo sapiens), P49862 | activation, % at 7 µM;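 active = activation above the mean of all tested compounds plus 3 SD, computed per campaign excluding outliers beyond control limits, cut at about 13% in these data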
ASAP1 inh – inhibitors of human ASAP1 ArfGAP activity, primary screen, biochemical, fluorescence polarization. Arf-GAP with SH3 domain, ANK repeat and PH domain-containing protein 1 (Homo sapiens), …. ASAP1-stimulated ARF1 GTP hydrolysis, GDP FP detection. inhibition, % at 16.5 µM. actives 0.19% (n = 360,000). AID 624377, 2012; in the data active = inhibition above about 25%;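 note: 0% = vehicle with enzyme and substrate and 100% = no enzyme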
UHRF1 binding – UHRF1 methylated DNA binding inhibitors, primary screen, counter-screen for MBD2 inhibitor project, biochemical, TR-FRET, human UHRF1, single concentration; AID 687016, 2013; inhibition, % at 4.4 µM; actives 0.75% (n = 370,000); UHRF1 binding to methylated oligo; E3 ubiquitin-protein ligase UHRF1 (Homo sapiens), Q96T88; in the data active = inhibition above about 21%;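 note: UHRF1 SRA domain binding a hemimethylated CpG hairpin DNA probe; 0% = median of test compound wells and 100% = reference inhibitor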
ARFGAP1 inhibitor – inhibitors of rat ARFGAP1 GAP activity, primary screen, biochemical, fluorescence polarization, GDP tracer; ADP-ribosylation factor GTPase-activating protein 1 (Rattus norvegicus), Q62848; Arfgap1-stimulated ARF1 GTP hydrolysis, GDP FP detection; inhibition, % at 16.5 µM; actives 0.26% (n = 360,000); AID 651572, 2012;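 active = inhibition above a per-plate limit, mean inhibition of low control wells plus 3 SD, cut at about 25% in these data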;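 note: 0% = DMSO wells with enzyme and 100% = wells lacking Arfgap1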
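System: truncated rat Arfgap1 GAP domain / Benchmarks: high control wells lacking Arfgap1, low control full reaction with DMSO / Times: compound-enzyme preincubation 20 min, reaction 120 min, detection 60 min, 25 °C / Repeats: one replicate per compound / Also added: human ARF1(Δ1-17)-GTP substrate / Measured by: Tracer-displacement fluorescence polarization with EDTA stop, 620/688 nm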
PLCg1 inh – PLC-gamma1 enzyme inhibitors, primary screen, biochemical, fluorescence, purified enzyme; 1-phosphatidylinositol 4,5-bisphosphate phosphodiesterase gamma-1 (Homo sapiens), P19174; fluorogenic substrate; inhibition, % at 12.2 µM; actives 0.84% (n = 370,000); AID 720700, 2013; in the data active = inhibition above about 9.5%
PLC-beta3 inh – human PLC-beta3 inhibitors, primary screen, biochemical, fluorescence. 1-phosphatidylinositol 4,5-bisphosphate phosphodiesterase beta-3 (Homo sapiens), Q01970. Purified PLC-beta3, fluorogenic substrate. inhibition, % at 12.2 µM. actives 0.18% (n = 370,000); in the data active = inhibition above about 11%;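 note: 0% = median of compound wells on plate and 100% = full blocker control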
Target sequence (Q01970 whole entry, looked up): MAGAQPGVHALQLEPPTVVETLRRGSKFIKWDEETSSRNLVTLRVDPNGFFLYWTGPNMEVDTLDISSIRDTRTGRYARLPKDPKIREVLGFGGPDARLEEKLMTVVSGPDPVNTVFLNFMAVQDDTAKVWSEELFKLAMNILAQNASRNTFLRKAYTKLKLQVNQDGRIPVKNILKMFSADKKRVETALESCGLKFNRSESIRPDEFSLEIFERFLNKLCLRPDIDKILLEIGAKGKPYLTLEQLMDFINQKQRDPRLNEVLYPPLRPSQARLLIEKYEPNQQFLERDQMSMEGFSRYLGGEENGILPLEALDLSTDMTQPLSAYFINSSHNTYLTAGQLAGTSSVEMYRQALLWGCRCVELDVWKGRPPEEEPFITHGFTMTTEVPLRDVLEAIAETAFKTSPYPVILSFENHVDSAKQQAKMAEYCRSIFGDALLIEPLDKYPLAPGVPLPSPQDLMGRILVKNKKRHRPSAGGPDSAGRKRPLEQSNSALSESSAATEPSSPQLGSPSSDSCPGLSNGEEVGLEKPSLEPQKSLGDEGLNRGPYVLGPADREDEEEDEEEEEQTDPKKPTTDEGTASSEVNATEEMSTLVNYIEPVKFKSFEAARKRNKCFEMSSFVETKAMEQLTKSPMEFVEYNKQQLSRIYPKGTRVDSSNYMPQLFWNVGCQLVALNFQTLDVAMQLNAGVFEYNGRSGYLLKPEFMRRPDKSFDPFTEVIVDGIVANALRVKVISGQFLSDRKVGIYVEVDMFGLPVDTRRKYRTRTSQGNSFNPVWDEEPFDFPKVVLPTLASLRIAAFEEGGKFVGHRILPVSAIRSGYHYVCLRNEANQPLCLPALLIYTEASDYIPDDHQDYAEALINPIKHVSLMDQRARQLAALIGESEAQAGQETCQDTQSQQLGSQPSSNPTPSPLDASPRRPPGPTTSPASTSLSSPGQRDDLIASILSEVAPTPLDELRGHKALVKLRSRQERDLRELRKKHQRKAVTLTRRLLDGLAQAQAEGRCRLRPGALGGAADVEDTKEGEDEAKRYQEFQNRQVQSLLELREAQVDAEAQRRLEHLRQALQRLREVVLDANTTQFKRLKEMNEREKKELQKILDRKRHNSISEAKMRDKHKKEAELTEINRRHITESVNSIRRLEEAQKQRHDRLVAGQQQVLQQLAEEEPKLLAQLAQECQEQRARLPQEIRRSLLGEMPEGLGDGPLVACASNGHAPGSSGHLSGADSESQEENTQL
Tn6 DDE FP – inhibitors of Tn6 peptide binding to fibrin DD(E), primary screen, biochemical, fluorescence polarization, human fibrin, Tn6 probe; Fibrinogen beta chain (Homo sapiens), P02675; Fibrin DD(E) TRITC-Tn6 fluorescence polarization displacement; inhibition, % at 8.3 µM; actives 0.21% (n = 370,000);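 active = inhibition above a per-campaign cutoff: mean of compounds within control limits plus 3 SD, cut at about 15% in these data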;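 note: 0% = median of all compound wells on the plate and 100% = blocking peptide control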
Rev-erbA mod – modulators of Rev-erb alpha DNA binding, primary screen, biochemical, FITC-DNA, fluorescence polarization, uHTS. Nuclear receptor subfamily 1 group D member 1 (Homo sapiens), P20393. Rev-erbα–FITC-DNA binding, 90 min. activity, % at 10 µM. actives 0.79% (n = 370,000). AID 1259318, 2017;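 active = activity above about 14%, limit read from the data; passing the limit was not always enough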;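 note: 0% = DMSO wells with 35 nM protein and 100% = DMSO wells with 750 nM protein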
An asterisk follows results filed as active; i = inactive. Compounds as they come. About 4.5% of those tested had a hit in this group.

Short keys: A = DDE Tn7 FP inh; B = HGIII-sPLA2 inh; C = KLK7 zymogen act; D = ASAP1 inh; E = UHRF1 binding; F = ARFGAP1 inhibitor; G = PLCg1 inh; H = PLC-beta3 inh; I = Tn6 DDE FP; J = Rev-erbA mod
> CN(c1ccc(C(=O)Nc2ccc3c(c2)OCO3)cc1)S(C)(=O)=O
  A: -2; B: 8; C: 0.2; D: 0; E: 1; F: 9; G: -3; H: -7; I: 3; J: -4
> CN1CC(c2ccccc2Cl)C2(COc3ccccc3C2=O)C12C(=O)Nc1ccccc12 (stereo not given)
  A: -2; B: -2; C: 0.3; D: 4; E: 0; F: 8; G: -2; H: 2; I: -15; J: 3
> CCOC(=O)C1=CCN(S(=O)(=O)c2ccc(F)cc2)C1c1ccc(Br)cc1 (stereo not given)
  A: 3; B: -11; C: 0.6; D: -4; E: 0; F: -2; G: 0; H: 0; I: -7; J: -3
> N#CC1=C(SCc2ccc(C#N)cc2)N=C(N)C(c2nc(-c3ccccc3)cs2)C12CCCCC2 (stereo not given)
  A: 4; B: 1; C: 0.6; D: -3; E: 4; F: -2; G: 0; H: 2; I: 7; J: 5
> Cc1ccc2oc(C(=O)NCCC3CCCCO3)c(C)c2c1 (stereo not given)
  A: -5; B: -10; C: 0.3; D: -6; E: 0; F: 12; G: 6; H: -3; I: -4; J: -3
> C=CCOc1ccc(CNC(C)(C)CO)cc1OC
  A: -6; B: 7; C: -0.1; D: 0; E: -1; F: 5; G: 5; H: 2; I: 1; J: -3
> COc1cc(NC(=O)c2ccc([N+](=O)[O-])cc2)c(OC)cc1NC(=O)CC(C)C
  A: 0; B: 4; C: -0.2; D: 1; E: 0; F: 3; G: -5; H: -8; I: 0; J: 3
> Cc1cc(=O)oc2cc3c(cc12)OCO3
  A: 4; B: 7; C: 36*; D: -14; E: 0; F: -3; G: i; H: i; I: 3; J: 0
> CC1S/C(=N/N=C/c2cccc([N+](=O)[O-])c2)NC1=O (stereo not given)
  A: -5; B: -5; C: -0.4; D: 8; E: 0; F: -1; G: 1; H: -3; I: 0; J: 4
> O=C(Nc1ccc(CN2CCOCC2)cc1)c1ccc(Cl)cc1Cl
  A: -1; B: -1; C: -1.1; D: -6; E: 4; F: 6; G: 9; H: -2; I: -6; J: -9
> O=C(N/N=C/c1ccncc1)c1nc2ccccc2c(=O)[nH]1
  A: 4; B: 3; C: -0.1; D: -9; E: -2; F: -3; G: 7; H: -3; I: -4; J: 3
> Nc1ccc(C(=O)OCC(=O)NC2CCS(=O)(=O)C2)cc1[N+](=O)[O-] (stereo not given)
  A: 6; B: 8; C: 0.5; D: 4; E: -1; F: -1; G: 1; H: -6; I: 1; J: -2
> CCOC(=O)C1Cn2c(nc3c(c2=O)C(C)(CC)Cc2ccccc2-3)S1 (stereo not given)
  A: -3; B: -2; C: -2.5; D: 17; E: 1; F: 20; G: -79; H: -101; I: 0; J: 3
> COc1ccc(S(=O)(=O)N(CC(=O)NCc2ccncc2)Cc2ccccc2)cc1
  A: 10; B: -2; C: 0.5; D: 3; E: -2; F: -6; G: -2; H: -3; I: -1; J: 3
> COc1ccc(CC2(CO)CCN(Cc3ccc(NC(C)=O)cc3)CC2)cc1
  A: 0; B: -1; C: 0.1; D: -2; E: 0; F: 8; G: 5; H: -2; I: 5; J: -2
> CCCCCN(C(=O)CCC(=O)OCC(=O)NCc1cccc(OC)c1)c1c(N)n(CCCC)c(=O)[nH]c1=O
  A: -7; B: 0; C: 0.5; D: 14; E: 0; F: -3; G: -2; H: -7; I: 9; J: -1
> CCC1=C(c2ccc(C)cc2)S(=O)(=O)N=C1N1CCC(C(=O)NCCCN2CCCCC2)CC1
  A: -8; B: -1; C: 0.3; D: -9; E: 3; F: 6; G: 3; H: -5; I: -4; J: -1
> CCc1ccccc1NC(=O)C(Cc1ccccc1)c1nn[nH]n1 (stereo not given)
  A: 0; B: -2; C: 0.0; D: -4; E: 0; F: -1; G: -3; H: -6; I: 1; J: -2
> NC(=O)CSc1nc2ccccc2c(=O)n1CCc1ccccc1
  A: -2; B: 7; C: 0.0; D: 9; E: 1; F: -13; G: -2; H: -5; I: -7; J: -1
> COC(=O)c1ccc(CSc2nnc3n(Cc4ccccc4OC)c(=O)c4ccccc4n23)o1
  A: -7; B: 1; C: 0.5; D: 10; E: 0; F: -4; G: 1; H: -1; I: -6; J: -4
> Cn1c(=O)c2c(nc(NCc3ccco3)n2C/C=C/c2ccccc2)n(C)c1=O
  A: 2; B: 0; C: -0.3; D: -7; E: -1; F: -5; G: -1; H: -1; I: -4; J: -2
> O=C(COC(=O)c1ccccc1Nc1ccc(SC(F)F)cc1)NC1CC1
  A: -1; B: 0; C: -3.8; D: 12; E: -5; F: 1; G: -40; H: -47; I: 6; J: 2
> Cc1ccc(C(=O)N/C(=C/c2ccco2)C(=O)NCCCn2ccnc2)cc1
  A: 0; B: -19; C: -0.2; D: 4; E: -2; F: 10; G: -4; H: -1; I: -4; J: 2
> O=C(O)CSc1nnc(Cn2nnc3ccccc32)n1CCc1ccccc1
  A: -3; B: 2; C: 0.3; D: 2; E: 2; F: -1; G: 3; H: 1; I: 10; J: 0
> Cc1nc(SCc2nc3ccccc3[nH]2)c2oc3ccc(Br)cc3c2n1
  A: -10; B: 3; C: 1.0; D: -12; E: 0; F: 6; G: -10; H: -11; I: -9; J: -20

Another view of 3 compounds above.
canonical_smiles | DDE Tn7 FP inh | HGIII-sPLA2 inh | KLK7 zymogen act | ASAP1 inh | UHRF1 binding | ARFGAP1 inhibitor | PLCg1 inh | PLC-beta3 inh | Tn6 DDE FP | Rev-erbA mod
Nc1ccc(C(=O)OCC(=O)NC2CCS(=O)(=O)C2)cc1[N+](=O)[O-] (stereo not given) | 6 | 8 | 0.5 | 4 | -1 | -1 | 1 | -6 | 1 | -2
CCc1ccccc1NC(=O)C(Cc1ccccc1)c1nn[nH]n1 (stereo not given) | 0 | -2 | 0.0 | -4 | 0 | -1 | -3 | -6 | 1 | -2
COc1cc(NC(=O)c2ccc([N+](=O)[O-])cc2)c(OC)cc1NC(=O)CC(C)C | 0 | 4 | -0.2 | 1 | 0 | 3 | -5 | -8 | 0 | 3

Marked active in KLK7 zymogen act, among the entries above:
molecule,DDE Tn7 FP inh,HGIII-sPLA2 inh,KLK7 zymogen act,ASAP1 inh,ARFGAP1 inhibitor,PLCg1 inh,PLC-beta3 inh,Tn6 DDE FP,Rev-erbA mod
Cc1cc(=O)oc2cc3c(cc12)OCO3,4,7,36*,-14,-3,i,i,3,0

New compounds follow.
Every second line gives: DDE Tn7 FP inh	HGIII-sPLA2 inh	KLK7 zymogen act	ASAP1 inh	UHRF1 binding	ARFGAP1 inhibitor	PLCg1 inh	PLC-beta3 inh	Tn6 DDE FP	Rev-erbA mod
> Cn1c(=O)c(C(=O)NNC(=O)c2ccccc2Br)c(O)c2ccccc21
    -10	30*	0.0	-7	2	-5	-2	-14	-14	5
> CC1(C)Cc2nc3oc4c(=O)n(CC(=O)Nc5cccc(Cl)c5)cnc4c3cc2CO1
    3	1	-0.5	12	-1	-3	-3	-5	3	-9
> COc1ccc2c(CC(=O)Nc3ccccc3N3CCOCC3)coc2c1
    3	-5	-0.4	10	-3	2	1	-7	3	-1
> CC(=O)c1c(C)[nH]c(C(=O)CSc2nnc(-c3ccco3)o2)c1C
    -6	-48	0.1	-4	0	3	4	2	0	-1
> O=C(NC1CCN(Cc2ccccc2)CC1)c1cccc(S(=O)(=O)Nc2cc(C(F)(F)F)ccc2Cl)c1
    3	-62	-0.4	7	1	5	3	1	-7	-3
> COc1ccc(NC(=O)c2ccc(-c3ccc([N+](=O)[O-])cc3)o2)cc1OC
    -2	6	0.5	15	1	8	1	1	-8	2
> CCOc1ccc(OCC)c(NC(=O)CN(c2ccc(C)cc2)S(=O)(=O)c2c(C)noc2C)c1
    7	1	0.0	-12	0	11	2	0	-4	-1
> COc1ccc(S(=O)(=O)NCc2ccco2)cc1NC(=O)c1ccccc1
    5	-2	-0.2	1	0	-7	-1	-1	9	0
> COc1ccc(NC(=O)c2cccnc2SC)cc1OC
    -5	1	0.1	-8	1	1	4	-1	4	2
> CCn1cnnc1SCC(=O)c1c(N)n(C2CC2)c(=O)[nH]c1=O
    -2	10	-1.0	6	-1	-5	0	-8	1	-4
> Cc1nonc1C(=O)N/N=C/c1ccccc1
    -2	4	-0.5	-2	4	-1	4	-2	-3	-3
> Cc1cc(NS(=O)(=O)c2ccc(NC(=O)c3cccnc3)cc2)nc(C)n1
    5	2	1.0	-17	0	6	0	-5	1	-3
> COc1ccc(C(=O)OCC(=O)Nc2ccccc2)cc1[N+](=O)[O-]
    0	-3	-0.4	-6	-1	5	6	1	1	-3
> Cc1onc(-c2ccccc2)c1C(=O)Nc1nc2c(s1)CCCC2
    2	-2	0.3	-8	-1	-4	0	-3	-1	2
> CCc1nc2ccc(C(=O)Nc3cccc(NS(C)(=O)=O)c3)cn2c1N(C=O)CCC(C)C
    -2	-8	1.3	2	-1	-2	-3	5	12	4

Bioassay records as filed in PubChem.
